MsrA inh: bovine MsrA enzyme inhibitors, primary screen, biochemical, absorbance, HTS; Methionine sulfoxide reductase A (Bos taurus); purified bovine MsrA, absorbance read-out; inhibition, % at 15.5 µM; 360,000 compounds, 0.75% hits; AID 651718, 2012; in the data active = inhibition above about 4.5%;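 note: 0% = vehicle wells with enzyme and 100% = reference inhibitor wells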
bovine MsrA act: bovine MsrA enzyme activators, primary screen, biochemical, absorbance, HTS; Methionine sulfoxide reductase A (Bos taurus); purified bovine MsrA, absorbance read-out; activation, % at 10.6 µM; 360,000 compounds, 0.3% hits; AID 602163, 2012; in the data active = activation above about 7.5%;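 note: 0% = vehicle and 100% = reference activator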
PABP1 MLLE inh: inhibitors of PABP1 MLLE–PAM2 peptide binding, primary screen, biochemical, fluorescence polarization, FITC-PAM2, GST-MLLE. Polyadenylate-binding protein 1 (Homo sapiens), P11940. inhibition, % at 20 µM. 360,000 compounds, 0.36% hits. AID 588489, 2011; in the data active = inhibition above about 35%, passing the limit was not always enough;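 note: plate controls were DMSO wells with GST-MLLE for no effect and wells lacking GST-MLLE protein for full effect; some results filed as inactive read as strong as hits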
Target sequence (P11940 whole entry, looked up): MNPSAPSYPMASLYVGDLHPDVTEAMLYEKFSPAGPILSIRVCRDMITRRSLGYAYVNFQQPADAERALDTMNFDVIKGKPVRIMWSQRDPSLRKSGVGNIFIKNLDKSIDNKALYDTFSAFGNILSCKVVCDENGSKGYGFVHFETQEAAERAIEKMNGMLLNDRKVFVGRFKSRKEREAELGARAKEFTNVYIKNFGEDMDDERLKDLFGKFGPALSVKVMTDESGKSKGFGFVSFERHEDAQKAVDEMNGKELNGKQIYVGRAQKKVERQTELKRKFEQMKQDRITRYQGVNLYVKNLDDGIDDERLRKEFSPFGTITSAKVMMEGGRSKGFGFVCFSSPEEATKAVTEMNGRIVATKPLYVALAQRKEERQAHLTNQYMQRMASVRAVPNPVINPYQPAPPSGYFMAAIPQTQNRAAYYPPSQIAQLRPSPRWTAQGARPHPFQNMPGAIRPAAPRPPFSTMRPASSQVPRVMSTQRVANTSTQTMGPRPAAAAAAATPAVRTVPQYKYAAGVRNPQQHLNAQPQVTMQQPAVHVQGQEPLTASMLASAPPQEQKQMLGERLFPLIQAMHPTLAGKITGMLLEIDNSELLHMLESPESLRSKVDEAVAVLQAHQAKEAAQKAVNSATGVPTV
eLon inh: inhibitors of E. coli Lon protease, primary screen, biochemical, fluorescence polarization | 360,000 compounds, 0.42% hits | inhibition, % at 7.94 µM | purified E. coli Lon protease | P0A9M0 | AID 602123, 2011; in the data active = inhibition above about 13%, passing the limit was not always enough;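 note: 0% = enzyme with probe and DMSO and 100% = no enzyme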
CendR NRP1 mod: modulators of CendR peptide binding to NRP-1, primary screen, biochemical, fluorescence polarization, uHTS; Neuropilin-1 (Homo sapiens), O14786; FAM-RPARPAR peptide binding to NRP-1; inhibition, % at 25 µM; 360,000 compounds, 0.85% hits; AID 602438, 2012;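 active = inhibition or corrected inhibition above about 18%, plus a signal ratio from 0.5 to 1.5, limit read from the data, passing the limit was not always enough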; note: strong numbers were not always called active
Tb MetRS inh: T. brucei MetRS inhibitors, primary screen, biochemical, luminescence. methionyl-tRNA synthetase (Trypanosoma brucei brucei). purified T. brucei MetRS, ATP depletion, Kinase-Glo luminescence. inhibition, % at 11.9 µM. 360,000 compounds, 0.4% hits. AID 624268, 2012;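 active = inhibition above a per-plate cutoff of the control wells' mean inhibition plus 3 SD, cut at about 5.5% in these data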;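 note: 0% = DMSO wells median and 100% = median of wells with control inhibitor compound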
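Measured by: Kinase-Glo luciferase luminescence reporting remaining unconsumed ATP. Material: purified T. brucei MetRS enzyme. Doses: 11.9 µM compound single dose, 0.9% DMSO. Medium: HEPES buffer containing pyrophosphatase, BSA, spermine, DTT. Times: 15 min preincubation, 2 h reaction, all 25 °C. Reagent: methionine, ATP and bulk E. coli tRNA.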
MT1-MMP act inh: blockers of MT1-MMP proenzyme processing, primary screen, HT1080 RFP-PRO-GFP cells, GFP/RFP fluorescence | GFP/RFP ratio fluorescence, overnight; percent of plate control window, DMSO zero | Matrix metalloproteinase-14 (Homo sapiens), P50281 | 360,000 compounds, 0.061% hits | GFP/RFP ratio change, % at 20 µM;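 active = GFP/RFP ratio change of at least 30% with cell ATP level not reduced by more than half and red fluorescence within 50% of control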; note: strong numbers were not always called active
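Assay system: HT1080 RFP-PRO-GFP cells. Benchmarks: DMSO vehicle wells and RFP-L50D-GFP reporter cell wells. Times: overnight cell settling, then overnight compound exposure, 37 °C, 5% CO2. Compound: 20 µM single dose, 1% DMSO. Read-out basis: GFP/RFP fluorescence ratio.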
SKN-1 block: suppressors of acrylamide-induced Pgst-4::GFP reporter in worms, primary screen, SKN-1 inhibitor project, whole organism, uHTS, GFP/RFP fluorescence ratio, strain VP596; C. elegans VP596 Pgst-4::GFP/RFP ratio, 24 h; inhibition, % at 21.8 µM; 360,000 compounds, 0.49% hits;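 active = interference check ratio from 0.5 to 1.5 plus GFP to RFP signal ratio inhibition reaching or exceeding a fixed threshold, cut at about 30% in these data, passing the limit was not always enough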; note: some compounds called inactive have numbers as strong as hits
FAS-TE inh: FAS thioesterase domain inhibitors, primary screen, biochemical, fluorescence intensity, uHTS. Fatty acid synthase (Homo sapiens), P49327. 360,000 compounds, 0.67% hits. recombinant FAS-TE, OMFH fluorogenic substrate, fluorescence endpoint. inhibition, % at 15 µM;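 active = compounds whose normalised, plate-corrected inhibition of enzyme fluorescence in the single-dose primary screen is 50% or more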;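 note: 0% = DMSO with enzyme and 100% = substrate without enzyme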
* hit, by the source's call; nt = no result given.

Order of results – MsrA inh	bovine MsrA act	PABP1 MLLE inh	eLon inh	CendR NRP1 mod	Tb MetRS inh	MT1-MMP act inh	SKN-1 block	FAS-TE inh
CCC(c1nnnn1Cc1ccco1)N1CCN(C(=O)c2ccco2)CC1 (centres undefined)
 : -0.6	-9	-9	2	1	-0.7	-4	-10	-4
O=C(c1ccc(Br)c([N+](=O)[O-])c1)N1CCN(Cc2ccccc2)CC1
 : 0.3	-1	3	-11	3	0.9	16	12	25
CCC(CC)NCc1ccc(OC)cc1OC
 : -0.2	-1	-1	-2	-4	-0.3	3	10	-6
COc1ccc2cnn(CCOc3ccccc3)c(=O)c2c1OC
 : 0.8	-4	-8	-11	2	-1.3	1	-15	-4
N=C1CCCN1c1ccccc1O
 : 1.5	-2	-9	-4	-16	-0.4	3	0	-6
O=[N+]([O-])c1ccc(/C=N/Nc2nc(N3CCCC3)nc(N3CCCC3)n2)o1
 : 1.5	-9	-29	-13	-25	-1.4	-2	6	-19
Cc1ccc(S(=O)(=O)NC(=O)C2(C)CCN2C(=O)C2(c3ccc(Cl)cc3)CCC2)cc1 (centres undefined)
 : 1.4	3	5	-1	-2	0.4	2	2	-13
CC(C)=C[C@H]1C[C@H](C)[C@H]2CC[C@H](C)c3c(O[C@@H]4O[C@@H](C)[C@@H](O)[C@@H](O)[C@@H]4O)c(O)c(C)c1c32
 : -0.1	0	-15	5	0	-0.4	0	5	27
Cc1cc(NC(=O)CSCC(=O)OC(C)C(=O)c2cc(C)c(C)cc2C)no1 (centres undefined)
 : -0.5	4	8	7	14	-0.1	-2	-3	-4
C=CCOc1ccccc1CNCc1ccc(F)cc1
 : 0.0	-2	-8	-2	3	0.9	-1	7	-4
O=C(CSc1ncccn1)NCc1cccc(Cl)c1
 : -1.3	-6	-9	0	5	2.3	1	-4	-4
C=CCNS(=O)(=O)c1cc2c3c(c1)CCN3C(=O)CC2
 : 0.3	-5	-3	-6	0	-0.4	-1	-4	-8
COc1ccc(N(C)C(=O)c2cnc(N3CCN(c4ncccn4)CC3)c3ccccc23)cc1
 : 0.2	1	-3	5	5	-1.1	9	13	10
COc1ccc(C(C)(C)C)cc1NC(=O)COC(=O)CSCc1c(C)noc1C
 : 0.9	-8	-1	4	5	-0.6	-1	3	-5
CN(CC(=O)Nc1c(Cl)cccc1Cl)C(=O)c1cc(S(=O)(=O)N(C)C)ccc1N1CCCC1
 : 0.4	-2	14	4	7	-0.3	-4	5	0
COc1ccc(C(=O)NCC(=O)NCc2ccncc2)cc1
 : -0.5	-2	0	-9	3	-0.2	1	4	-4
COc1ccc(CNC(=O)C(c2cccc(C)c2)N(C(=O)c2csnn2)C2CC2)cc1 (centres undefined)
 : 0.4	4	3	-4	-8	0.4	-1	9	6
O=C1CCC2(CC1)NC(=O)N(c1ccccc1)N2
 : -1.5	-10	22	-3	-4	-0.7	2	-5	-4
N#CC1=C(N)SC(N)=C(C#N)C1c1cccc(Oc2ccccc2)c1
 : 0.0	-9	-67	-402	132	-1.3	-295	12	-32
CCOC(=O)c1c(NC(=O)Cc2cccs2)sc2c1CCCC2
 : 0.2	1	4	-1	5	-0.2	-3	3	19
O=C(/C=C/NNC(=O)c1ccc(Br)cc1)c1ccccc1
 : 1.1	5	14	-6	-4	3.0	-2	0	10
C[C@H](CO)N1C[C@H](C)[C@@H](CN(C)S(=O)(=O)c2cn(C)cn2)Oc2c(NC(=O)Nc3ccc4c(c3)OCO4)cccc2C1=O
 : 0.1	-4	-2	-4	3	0.1	4	4	1
COc1cc(NC(=O)c2ccccc2)ccc1NC(=O)Cc1ccccc1
 : 0.9	0	-4	-11	3	-0.9	4	-17	2
CCN=C1SC(C(=O)Nc2ccc(OCC)cc2)CC(=O)N1CC (centres undefined)
 : 2.5	-9	7	-2	4	-2.2	-3	4	-3
COCCNC(=O)/C(C#N)=C/c1ccc2c(c1)OCO2
 : 3.2	-2	14	5	35*	0.0	3	9	1
CC/C(O)=C1\C(=O)CC(c2ccccc2)CC1=NC(C)C (centres undefined)
 : 0.8	-1	-6	8	-2	-0.2	2	8	-6
Cc1nc(C)c(C(=O)C2=C(O)C(=O)N(CCN3CCOCC3)C2c2cccs2)s1 (centres undefined)
 : 1.0	-1	-8	7	-3	-0.1	-5	12	-2
COc1cccc(CNC(=O)C2CCN(c3ncnc4c3nc3n4CCCCC3)CC2)c1
 : 0.9	-2	9	-2	-1	-0.4	6	-6	2
CCCc1nc2ccccc2c(C(=O)OC2CCOC2=O)c1CC (centres undefined)
 : 0.2	-3	-18	-9	-12	-0.7	-1	-8	6
CCOc1ccc(CCN2C(=O)C(=O)N([C@@H](CC(C)C)CN3CCC[C@@H]3CN3C(=O)C(=O)NC[C@@H]3Cc3ccccc3)C[C@@H]2Cc2ccc(O)cc2)cc1
 : 0.2	-1	2	0	-1	-0.2	-5	12	4
COc1ccc(NC(=O)CCCN2C(=O)C(c3ccccc3)Oc3cccnc32)cc1 (centres undefined)
 : 1.2	1	4	1	4	-0.1	-2	14	3
Cc1onc(-c2ccccc2Cl)c1C(=O)N1C=CC(C(F)(F)F)=NCC1
 : 1.0	-11	-5	-5	9	-0.9	2	2	-1
COC(=O)[C@]12CCCCC=C1N(Cc1ccc3c(c1)OCO3)C(=O)[C@H](CC(=O)N1CCCCC1)C2
 : 0.7	nt	nt	nt	-3	-1.7	4	-1	nt
CCC(C)[C@H](NC(=O)N1CCn2c1nc1ccccc12)C(=O)NCCc1ccccc1 (some centres undefined)
 : 0.2	-2	18	-8	9	0.0	-8	6	21
COc1ccccc1NS(=O)(=O)c1cccc(NC(=O)Nc2ccccc2)c1
 : -0.9	-5	-10	0	7	88*	-2	6	13
COc1ccc(CC(N)c2csc(NC(=O)c3ccc(F)cc3)n2)cc1 (centres undefined)
 : 0.6	0	-20	-16	-27	-0.1	6	-8	-7
O=C(Nc1ccccc1)c1cccc(S(=O)(=O)NCc2ccco2)c1
 : 1.0	-8	-2	-9	1	-0.3	0	3	-4
O=C(Nc1nnc(C2CCCO2)s1)c1cccs1 (centres undefined)
 : 0.5	-3	5	1	-5	0.0	2	11	-8
CCOc1ncccc1C(=O)N(CCC(C)C)c1c(N)n(Cc2ccccc2)c(=O)[nH]c1=O
 : 1.6	-7	-2	6	-6	-0.3	-7	0	-6
COc1ccccc1CNC(=O)c1ccc2c(=O)n(CC3CCCO3)c(=S)[nH]c2c1 (centres undefined)
 : -1.0	-6	-40	6	1	-0.5	1	-31	1
CCNC(=O)CC1C(=O)N(c2cccc(OC)c2)C(=O)N1CCOC (centres undefined)
 : -1.3	-2	1	-15	-2	-0.8	-2	19	-3
Cc1ccc(O)c(/C=N/NC(=O)Cc2ccc(Cl)cc2)c1
 : 0.2	-1	-8	-6	4	-0.2	5	9	20
Nc1ncnc2c1ncn2[C@@H]1O[C@H](C(=O)N2CCCN(Cc3cccs3)CC2)[C@@H](O)[C@H]1O
 : -0.5	-9	21	-11	1	-1.1	1	-5	-3
O=C(COC(=O)c1ccc(O)cc1O)NC(=O)NCc1ccccc1
 : 0.1	1	8	-9	-6	-0.2	-2	9	0
CSc1nc2ccc3nc(NC(=O)c4cccs4)sc3c2s1
 : -0.8	-11	-34	-3	1	-0.7	3	-1	-1
CCCCC(CC(O)COCCC)C(=O)NN (centres undefined)
 : 0.4	-2	2	3	-3	-0.5	1	-1	-2
O=C(c1cc(C2CC2)nn1-c1ccccc1)N1CCN(Cc2ccc(Cl)cc2)CC1
 : -0.3	-8	12	3	-2	-0.1	3	7	16
N/C(=N\OC(=O)CCCOc1ccccc1)c1ccncc1
 : -0.6	-3	-15	-8	-5	0.1	7	-4	-9
CN(Cc1ccccc1)S(=O)(=O)c1ccc(C(=O)Nc2nnc(C3CC3)o2)cc1
 : nt	-1	-9	-3	-11	1.2	0	32	7
CCCCN1C(=O)C(=O)N(c2ccccc2)C1=S
 : -0.1	-3	2	-18	-5	-0.3	4	6	-6
O=C(C1CCC(=O)N(C2CCCC2)C1)N1CCN(c2ccc(Cl)cc2)CC1 (centres undefined)
 : 1.1	-1	8	8	2	-0.1	1	8	-6
Cc1ccc(C(=O)Nc2ccccc2C(=O)N2CCCC(C)C2)cc1 (centres undefined)
 : -1.2	-5	3	-16	4	-0.5	0	-8	-3
CCc1nnc(NC(=O)c2ccc3c(=O)n4c(nc3c2)CCCCC4)s1
 : 0.6	-3	-5	-12	-5	-0.8	0	-6	-3
O=c1[nH]nc(N=Nc2c(O)[nH]c3ccc(F)cc23)c(=O)[nH]1
 : -0.8	-5	-29	-16	3	-0.7	3	6	-3
COc1ccc(C(=O)N/C(=C/c2ccco2)C(=O)NCc2ccco2)cc1
 : 2.1	-4	1	-7	-8	-0.4	-5	13	-6
CCCn1cc(CN2CCc3ccc(NC(=O)C4CCCO4)cc3C2)c(C)n1 (centres undefined)
 : 0.2	-1	2	3	6	0.1	-2	-20	-8
O=C(CSc1nnnn1C1CCCCC1)NCc1ccc2c(c1)OCO2
 : 2.9	-12	2	-2	-16	-1.7	9	-6	-7
CCNC(=O)c1cc(Br)ccc1Cl
 : -1.1	-13	2	-9	0	-1.6	nt	-23	-7
Cc1cc(C)cc(-n2c3nc4ccccc4nc3c3c(=O)n(Cc4ccco4)cnc32)c1
 : 2.0	-6	-18	-13	-94	-0.4	0	20	4
COc1ccc(/C=C/C(=O)Nc2cccc(S(=O)(=O)N3CCCC3)c2)cc1OC
 : 1.7	-6	5	-1	2	-0.4	5	1	11

(listing goes on)
Order of results – MsrA inh	bovine MsrA act	PABP1 MLLE inh	eLon inh	CendR NRP1 mod	Tb MetRS inh	MT1-MMP act inh	SKN-1 block	FAS-TE inh
COc1ccccc1NC(=S)NCCN1CCOCC1
 : -1.2	-2	8	-2	5	-0.2	-1	-1	-13
CCCC(=O)N(CCN1CCOCC1)c1nc2c(C)cccc2s1
 : nt	-1	-7	4	2	0.1	-6	11	7
CN(C)CCNC(=O)c1nn(C)c2c1CCc1ccccc1-2
 : 1.7	-1	-5	-4	3	-0.7	3	16	-4
Cc1cnc([N+](=O)[O-])n1CCOC(=O)NC(=O)c1ccc(F)cc1
 : 1.1	-3	-8	0	-9	-0.4	-3	-9	-5

Two entries from above, with tabs.
canonical_smiles	MsrA inh	bovine MsrA act	PABP1 MLLE inh	eLon inh	CendR NRP1 mod	Tb MetRS inh	MT1-MMP act inh	SKN-1 block	FAS-TE inh
Cc1cnc([N+](=O)[O-])n1CCOC(=O)NC(=O)c1ccc(F)cc1	1.1	-3	-8	0	-9	-0.4	-3	-9	-5
COc1ccccc1NC(=S)NCCN1CCOCC1	-1.2	-2	8	-2	5	-0.2	-1	-1	-13
